# Assay outcomes (PubChem)
# DAGLB inh: DAGLB lipase inhibitors, primary screen, biochemical, fluorescence, HTS; Diacylglycerol lipase-beta (Homo sapiens), Q8NCG7; HEK293T DAGLB membrane lysate, EnzChek fluorogenic substrate; inhibition, % at 5.17 µM; actives 0.059% (n = 340,000); AID 504411, 2011; in the data active = inhibition above about 34%;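 also: 0% = enzyme with vehicle and 100% = wells lacking enzyme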
# PKA-R2B activ: activators of PKA-R2B holoenzyme, primary screen, biochemical, fluorescence polarization, Cy5-IP20, human; cAMP-dependent protein kinase catalytic subunit beta (Homo sapiens) + cAMP-dependent …; PKA-R2B holoenzyme dissociation; R2B truncated from residue 108, S112A mutant; 0% DMSO only, 100% 113 µM cGMP; activation, % at 11.4 µM; actives 0.079% (n = 340,000);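 active = activation above a cutoff set at the mean over all compounds plus 3 SD, cut at about 18% in these data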;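 also: higher means more holoenzyme dissociation and a rise in polarization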
# Target sequence (P31323 whole entry, looked up, other chains not shown, the tested form may be a part): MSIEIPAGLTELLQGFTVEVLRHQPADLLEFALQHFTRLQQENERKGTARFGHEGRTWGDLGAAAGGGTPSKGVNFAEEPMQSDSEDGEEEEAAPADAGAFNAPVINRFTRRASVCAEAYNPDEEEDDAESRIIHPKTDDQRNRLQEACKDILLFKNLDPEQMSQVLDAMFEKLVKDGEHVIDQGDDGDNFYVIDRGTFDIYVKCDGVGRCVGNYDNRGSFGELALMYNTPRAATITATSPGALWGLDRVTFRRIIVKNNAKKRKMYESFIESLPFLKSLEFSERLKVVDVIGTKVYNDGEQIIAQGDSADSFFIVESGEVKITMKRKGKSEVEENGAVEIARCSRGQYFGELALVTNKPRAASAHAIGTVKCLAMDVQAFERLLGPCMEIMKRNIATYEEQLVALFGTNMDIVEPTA
# Keap1 Nrf2 FP: Keap1-Nrf2 protein-protein interaction inhibitors, primary screen, biochemical, fluorescence polarization, single point. actives 0.15% (n = 340,000). inhibition, % at 9.4 µM. Keap1 Kelch-Nrf2 peptide fluorescence polarization, 1536-well; in the data active = inhibition above about 12%; inconclusive = no clear call, values can overlap the other calls; inactive = below about 7.3%;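 also: human Keap1 Kelch domain with fluorescein labeled Nrf2 9mer peptide probe; 0% = neutral control wells and 100% = peptide positive control; higher means more block of Keap1 binding to Nrf2 peptide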
# Target sequence (Q14145 whole entry, looked up, the tested form may be a part): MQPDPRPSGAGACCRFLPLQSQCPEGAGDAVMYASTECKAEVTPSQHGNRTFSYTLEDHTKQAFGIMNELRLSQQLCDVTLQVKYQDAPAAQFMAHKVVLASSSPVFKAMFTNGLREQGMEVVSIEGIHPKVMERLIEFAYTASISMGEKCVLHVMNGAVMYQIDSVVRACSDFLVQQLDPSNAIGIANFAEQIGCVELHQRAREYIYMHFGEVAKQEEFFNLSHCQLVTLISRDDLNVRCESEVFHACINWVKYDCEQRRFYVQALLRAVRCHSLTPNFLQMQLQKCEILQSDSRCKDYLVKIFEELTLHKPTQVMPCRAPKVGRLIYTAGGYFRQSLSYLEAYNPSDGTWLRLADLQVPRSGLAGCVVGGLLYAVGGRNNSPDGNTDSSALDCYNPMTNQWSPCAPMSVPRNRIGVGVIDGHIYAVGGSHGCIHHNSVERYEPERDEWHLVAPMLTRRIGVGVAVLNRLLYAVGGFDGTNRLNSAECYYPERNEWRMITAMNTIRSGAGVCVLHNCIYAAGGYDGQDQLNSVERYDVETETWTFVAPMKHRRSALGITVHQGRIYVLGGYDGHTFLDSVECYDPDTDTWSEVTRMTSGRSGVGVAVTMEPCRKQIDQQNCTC
# RTF Ca sens act: cardiac RTF calcium sensitivity activators, primary screen, biochemical, IANBD-TnC fluorescence, EC20 calcium; Troponin I, cardiac muscle (Homo sapiens) + Troponin T, cardiac muscle (Homo sapiens) + …; IANBD-labeled TnC RTF fluorescence at EC20 calcium; 0% EC20 calcium, 100% full calcium; activation, % at 7.2 µM; actives 0.24% (n = 340,000); AID 493008, 2010;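 active = activation above the mean over all tested compounds plus 3 SD, cut at about 30% in these data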;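 also: rise in fluorescence read as greater calcium sensitivity of cardiac thin filaments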
# Rtt109 Vps75: inhibitors of C. albicans Rtt109/Vps75 HAT, primary screen, biochemical, ThioGlo CoA-SH fluorescence, plate reader. Histone acetyltransferase RTT109 (Candida albicans (strain SC5314 / ATCC MYA-2876)), …. purified Rtt109/Vps75, 4 h. inhibition, % at 34.9 µM. actives 0.16% (n = 330,000). AID 540336, 2011;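 active = inhibition of at least 50% in every replicate; inconclusive = best replicate reaches 50% inhibition but some replicates fall short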
# SR-BI DiI-HDL act: activators of SR-BI mediated DiI-HDL uptake, primary screen, ldlA[mSR-BI] CHO cells, DiI fluorescence; 3 h; 100 = double the neutral-control signal; activation, % at 12.5 µM; actives 0.096% (n = 320,000); AID 504775, 2011;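 active = mean replicate activation of at least 60% and every replicate at or above 60%; inconclusive = mean or all-replicate condition met, but not both; inactive = mean below 60% and not all replicates reaching 60%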;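 also: 0% = median plate neutral-control signal and 100% = twice that signal; values of inactives mirror those of a sister screen read the other way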
#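 Material: SR-BI-overexpressing, LDLR-lacking CHO cells; schedule: compound exposure 3 h, 37 °C; reagent: DiI-labelled HDL at 10 µg/mL final; technique: bottom-read fluorescence, 550/595 nm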
# Cardiac RTF inh: cardiac RTF calcium sensitivity inhibitors, primary screen, biochemical, IANBD-TnC fluorescence, EC70 calcium; Troponin I, cardiac muscle (Homo sapiens) + Troponin T, cardiac muscle (Homo sapiens) + …; IANBD-labeled cardiac RTF, Ca2+ fluorescence; inhibition, % at 7.15 µM; actives 0.12% (n = 340,000); AID 493244, 2011;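 active = inhibition above the mean inhibition of all tested compounds plus 3 SD, cut at about 17% in these data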;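 also: assay run at fixed EC70 calcium of 1.6 mM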
# CAL PDZ FP-1: CAL PDZ peptide-binding inhibitors, primary screen, biochemical, fluorescence polarization, Cer-tagged CAL PDZ, HTS; inhibition, % at 20 µM; AID 504414, 2011; purified CAL PDZ, TMR-peptide fluorescence polarization, 1 h; Golgi-associated PDZ and coiled-coil motif-containing protein (Homo sapiens), Q9HD26; actives 0.02% (n = 330,000);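 active = highest replicate inhibition of at least 40%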;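 also: plate controls were DMSO neutral control wells for no effect and unlabeled competitor peptide control wells for full effect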
#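 Test system: purified CerCALP PDZ construct; Compound dosing: one concentration, 20 µM compound; Also added: TMR-labelled reporter peptide T*-PRC34 bound in PDZ groove; Read-out: inhibition from polarization loss; Controls: unlabelled peptide and DMSO controls; Signal: FP readout, S and P plane fluorescence; Incubation: 1 h at RT.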
# CAL PDZ FP-2: untagged CAL PDZ binding inhibitors, primary screen, biochemical, fluorescence polarization, HTS | actives 0.92% (n = 300,000) | inhibition, % at 24.9 µM | Golgi-associated PDZ and coiled-coil motif-containing protein (Homo sapiens), Q9HD26 | purified CAL PDZ, TMR-peptide fluorescence polarization, 1 h | AID 602252, 2012;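 active = mean inhibition of at least 30% with at least half of replicates also reaching 30%; inconclusive = no clear call, values can overlap the other calls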;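 also: 0% = DMSO neutral control and 100% = excess unlabeled competitor peptide PRC23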
# LANA DNA inh: inhibitors of KSHV C-LANA binding to DNA, primary screen, biochemical, fluorescence polarization, FAM-LBS DNA, MBP-C-LANA, single point; inhibition, % at 9 µM; Kaposi's sarcoma herpesvirus LANA C-terminal domain (residues 932-1162) DNA binding; actives 0.078% (n = 340,000);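 active = highest replicate inhibition at or above 60% at 9 µM, even if other replicates fall short; inactive = all replicates below 60% inhibition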;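 also: 0% = neutral control wells and 100% = 4 µM acridine orange control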
# An asterisk follows results filed as active; ? = inconclusive; · = not tested or not shown.
SMILES,DAGLB inh,PKA-R2B activ,Keap1 Nrf2 FP,RTF Ca sens act,Rtt109 Vps75,SR-BI DiI-HDL act,Cardiac RTF inh,CAL PDZ FP-1,CAL PDZ FP-2,LANA DNA inh
COc1ccc(N2CCN(CCCNC(=O)Cn3c(=O)c4cccn4c4ccccc43)CC2)cc1,-0.3,-10.9,-0.6,-2.8,-3.5,-20.6,-4.9,-1.9,-6.9,0.6
C=CCNC(=S)/N=c1/ccccn1CCC,0.9,-4.1,-7.0,1.3,3.7,?,-1.1,-0.4,-1.7,-2.1
COc1ccc(C(=O)Nc2ccc3ccccc3c2)cc1OC,-1.3,1.3,-1.9,-1.6,-1.0,-56.8,-3.1,-3.5,-2.3,0.1
Cn1c(=O)c(C(=O)Nc2ccccn2)c(O)c2ccccc21,-2.2,-7.3,-2.8,7.4,-8.7,-2.0,-5.3,-2.0,-3.2,0.7
Cc1nn(C(=O)c2cccnc2)c(C)c1C,-2.5,-1.3,-7.0,1.5,-3.5,-5.9,-1.8,-0.6,·,0.2
COc1ccccc1NC(=O)c1cc(C(=O)Nc2ccccc2OC)cc(N2C(=O)CCC2=O)c1,-2.7,5.1,-4.9,-0.7,4.3,0.9,-3.0,-0.3,1.0,0.5
CC(C)(C)c1ccc(C2C(C(=O)c3ccco3)=C(O)C(=O)N2CC2CCCO2)cc1 (centres undefined),4.7,11.6,-1.8,-6.1,4.4,·,-21.9,-3.9,-6.7,1.6
COc1ccccc1NC(=O)CSc1nc(=O)n(Cc2ccncc2)c2c1CCCC2,-1.9,-6.6,0.4,-3.3,-10.0,0.4,-3.9,0.0,3.8,-0.8
COc1ccccc1-n1c(C)c(C(C)=O)c2cc(O)ccc21,0.5,3.6,-2.8,-6.2,-6.6,-32.3,0.5,-0.3,-8.3,-6.0
O=C(CCCl)Nc1ccc(S(=O)(=O)NCc2ccco2)cc1,-0.8,-11.0,-10.4,-0.7,-13.3,·,-10.6,-2.1,-0.5,0.0
Cc1c(OC(C)C(=O)N2C[C@H]3C[C@@H](C2)c2cccc(=O)n2C3)ccc2c3c(c(=O)oc12)CCC3 (some centres undefined),0.8,-6.5,-1.4,-4.0,1.4,1.3,5.0,-1.0,-4.4,-1.6
COc1cc(C(=O)Nc2cccc3ncccc23)cc(OC)c1OC,1.3,1.4,0.6,2.7,-1.4,34.2,-2.5,-0.2,-8.0,0.2
Cc1ccc2nc(NC(=O)CSc3ncnc4c3oc3ccccc34)sc2c1,-0.8,-7.2,-2.5,0.0,-0.1,-0.2,-7.2,-0.4,·,1.3
CS(=O)(=O)Nc1ccccc1C(=O)NC1CC2CCC1C2 (centres undefined),-0.7,-7.2,1.0,-5.7,4.7,10.0,-6.1,-3.2,-1.0,0.1
COCCn1c(=S)[nH]c2ncccc2c1=O,-0.2,-4.1,0.5,-2.9,10.4,8.0,-0.9,-1.2,-2.7,0.5
CCOC(=O)[C@@H]1[C@H]2COc3cc(OC)ccc3[C@H]2N2C(=O)N(c3ccc(OC)cc3)C(=O)[C@]12C,-1.8,-5.2,2.5,-3.4,4.4,0.2,-0.9,0.5,-3.4,1.0
Cc1ccc(OCC(=O)Nc2cccc(S(=O)(=O)N3CCCCCC3)c2)c([N+](=O)[O-])n1,-0.4,4.2,4.6,-0.8,-7.8,·,-12.8,-0.4,-0.5,1.0
COc1ccc(NC(=O)C2CC(=O)N(C)C(=Nc3ccc4c(c3)OCO4)S2)cc1 (centres undefined),1.4,1.8,1.8,3.6,0.2,-1.7,-2.7,-1.1,-2.7,0.0
Cc1cc(CSC(=N)N)c(CSC(=N)N)cc1C,-4.4,-15.8,-5.5,7.3,-0.9,15.2,-2.4,-1.1,-1.3,-1.9
CNC(=O)/C(C#N)=c1\s/c(=C/C(=O)OC)c(=O)n1-c1ccccc1,2.0,2.7,-3.4,-0.8,11.3,5.2,-1.6,-1.1,-4.1,4.6
Cc1ccc(S(=O)(=O)Nc2ccc(NC(=O)c3cccnc3)cc2)cc1,0.3,-4.0,-1.0,2.2,-0.9,15.4,-0.5,-1.1,·,0.2
COc1cc(CNc2cccc(C(=O)O)c2)cc(Br)c1OCC(=O)NC(C)(C)C,-1.2,-3.8,0.5,3.9,0.1,28.6,-1.1,0.3,-1.5,0.0
COc1ccccc1OCCNC(=O)C1CC(=O)N(c2ccccc2OC)C1 (centres undefined),2.7,0.7,4.1,1.2,-4.3,·,-7.4,-0.7,-0.8,-0.7
COc1cc(OC)c(NS(=O)(=O)c2cc(C(=O)OC(C)C(=O)NC3CC3)c(Cl)cc2Cl)cc1Cl (centres undefined),-1.6,2.3,-9.5,0.3,6.4,-48.2,-11.8,0.4,-3.3,-0.8
COc1ccccc1C(=O)NNC(=O)C1CC=CCC1 (centres undefined),-0.1,-5.8,-3.1,2.9,3.2,15.4,1.1,·,-0.9,4.4
CCC1CCCCN1C(=O)CSc1nc(N)cc(=O)[nH]1 (centres undefined),1.0,12.6,1.8,-7.6,5.3,-4.4,8.9,-1.4,1.2,-1.6
O=C(Nc1nc2c(s1)CCCC2)c1nn(Cc2ccccc2)c(=O)c2ccccc12,-3.2,15.2,-4.9,1.8,-2.4,20.7,4.0,-0.9,-2.4,0.0
Nn1c(-c2cccc([N+](=O)[O-])c2)nc2ccccc2c1=O,-1.2,-11.1,3.3,-3.7,-2.7,-5.9,6.1,-1.1,0.0,-0.3
CC(=O)C1=C(C)NC(SCC(N)=O)=C(C#N)C1c1ccco1 (centres undefined),-1.9,-8.4,0.7,4.3,3.5,22.6,2.2,-1.1,·,0.8
COc1cc(-c2n[nH]c(=S)n2-c2ccc(C)cc2)cc(OC)c1OC,-1.0,-7.8,0.0,-2.5,·,1.5,-2.3,-1.2,1.8,-0.1

# The last 2 compounds of the section before open the next one.
SMILES,DAGLB inh,PKA-R2B activ,Keap1 Nrf2 FP,RTF Ca sens act,Rtt109 Vps75,SR-BI DiI-HDL act,Cardiac RTF inh,CAL PDZ FP-1,CAL PDZ FP-2,LANA DNA inh
CC(=O)C1=C(C)NC(SCC(N)=O)=C(C#N)C1c1ccco1 (centres undefined),-1.9,-8.4,0.7,4.3,3.5,22.6,2.2,-1.1,·,0.8
COc1cc(-c2n[nH]c(=S)n2-c2ccc(C)cc2)cc(OC)c1OC,-1.0,-7.8,0.0,-2.5,·,1.5,-2.3,-1.2,1.8,-0.1
CCNC(=O)N(C)C[C@H]1N[C@@](C)(C(=O)OC)[C@H]2C(=O)N(Cc3ccccc3)C(=O)[C@@H]12,-1.3,-3.5,-4.0,5.1,-2.2,0.1,-9.8,0.8,11.0,0.1
CCOc1ccc(NC(=O)CNC(=O)COc2ccccc2)cc1,-1.0,-5.1,1.5,1.2,-3.7,23.4,-13.0,-0.5,1.6,4.1
CCOC(=O)N1CCN(C(=O)C2CCC(=O)N(Cc3cccc(C(F)(F)F)c3)C2)CC1 (centres undefined),-2.4,-5.7,1.4,0.7,0.7,2.6,0.0,-2.0,0.3,-0.7
Cc1ccc(OCC(=O)OCc2nc3scc(-c4ccccc4)c3c(=O)[nH]2)cc1C,0.6,-0.8,-3.0,-5.4,-4.5,-67.2,3.7,-2.3,1.6,-0.8
COc1ccc(C(=O)N2CCC(C(=O)Nc3ccc4c(c3)OCCO4)CC2)cc1,-1.0,2.1,2.3,-3.6,0.8,-1.4,-19.1,-0.6,1.2,0.5
O=C(CCNS(=O)(=O)c1ccc2c(c1)CCC(=O)N2)NCc1cccnc1,0.6,-3.6,0.3,2.9,-7.3,39.6,7.0,-2.6,-2.8,0.7
CC(C)n1c(/N=C/c2c[nH]c3ccccc23)nc2ccccc21,-0.8,3.4,-0.7,-2.6,-5.1,-25.1,3.8,-1.3,-2.7,1.5
CCCNC(=O)Cn1nc(C(F)(F)F)cc1C,-2.2,1.6,1.8,3.0,5.1,12.1,4.4,-0.9,·,-0.6
CC(C)COc1ccc(C(=O)Nc2ccc(NC(=O)c3ccco3)cc2)cc1,2.4,-2.8,-5.6,-0.5,-5.7,-47.2,0.6,-1.6,-4.0,1.6
CCc1cc(C(=O)O)c(NC(=O)c2cc(OC)c(OC)c(OC)c2)s1,3.1,-8.4,-4.7,-4.3,27.9,-7.5,-0.5,-1.2,3.0,1.2
COc1ccccc1NS(=O)(=O)c1cc(C(=O)N2CCN(C/C=C/c3ccccc3)CC2)ccc1C,-0.8,5.8,1.1,1.3,7.6,-28.8,-4.9,-2.2,-0.5,-1.3
Cc1ccc(O)c(-c2cc(-c3ccccc3[N+](=O)[O-])[nH]n2)c1,0.4,-17.3,1.9,-3.6,3.6,-24.0,-5.7,-1.0,-5.6,1.9
CCOc1ccc(S(=O)(=O)N2CCC(C(=O)NCc3ccccn3)CC2)cc1Cl,-0.1,12.0,2.9,1.7,5.8,19.1,5.2,-3.7,-4.2,1.3
O=C(CCS(=O)(=O)c1ccccc1)Nc1ccc(N2CCN(Cc3ccccc3)CC2)cc1,-0.9,-10.0,-1.9,-1.0,-5.0,7.8,3.0,0.6,2.6,1.0
COCCn1c(=O)[nH]c2cc(C(=O)N3CCN(c4ccc(OC)cc4)CC3)ccc2c1=O,-3.2,-5.7,0.0,-1.6,3.2,-1.5,-1.1,-1.6,0.3,-0.5
Cc1cc(CN2CCCCC2)oc1C(=O)O,2.4,-1.4,-4.2,8.4,1.0,29.5,-13.4,-0.1,-0.9,-0.6
O=C(Cc1ccsc1)Nc1ccc(S(=O)(=O)C(F)F)cc1,-0.4,-3.4,-1.3,4.0,29.9,·,-6.7,-2.4,0.0,-1.8
Fc1ccc2[nH]c3c(N4CCSCC4)ncnc3c2c1,0.0,-2.0,-3.8,3.0,7.1,-28.2,3.3,-1.1,1.2,0.4

# The order is random; overall some 1.6% were active at least once.
